# Assay outcomes from PubChem.
# UBC9 SUMO inh – blocks human SUMOylation mediated by UBC9; inhibition, % at 35 µM; 290,000 tested, 0.36% active; P63279; HTRF SUMOylation assay, SAE1/SAE2 + UBC9, in vitro; in the data active means inhibition above about 50%, passing the limit was not always enough; further: strong numbers were not always called active
# Target sequence (P63279 whole entry, looked up): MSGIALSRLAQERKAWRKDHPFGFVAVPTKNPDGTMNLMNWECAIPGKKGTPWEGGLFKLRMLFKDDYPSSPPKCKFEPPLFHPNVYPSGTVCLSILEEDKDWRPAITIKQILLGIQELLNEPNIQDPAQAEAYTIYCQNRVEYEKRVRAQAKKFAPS
# IDE act – IDE (human) activation, cell-based; 340,000 tested, 0.073% active; activation, % at 5.96 µM; P14735; HEK cells, FAbeta-B cleavage, fluorescence polarization; 0% vehicle, 100% cell-free pure enzyme wells;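 active means activation above the mean of all tested compounds plus 3 SD, set per screening campaign, cut at about 17% in these data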
# HCV NS3 hel inh – HCV NS3 helicase inhibition; inhibition, % at 10.9 µM; 290,000 tested, 0.56% active; AID 1800; NS3 helicase DNA unwinding, Cy5 molecular beacon fluorescence;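 active means inhibition above the mean of all tested compounds plus 3 SD, set per campaign, cut at about 35% in these data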;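 further: 0% = DMSO wells and 100% = thioflavine S control wells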
#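 Material: hepatitis C virus NS3 helicase domain fragment enzyme; measured by: Cy5 fluorescence, 0 and 60 min reads; control set: DMSO and thioflavine S; incubation: 60 min unwinding reaction at 25 °C after ATP addition; read-out basis: % inhibition from 60/0 min fluorescence ratio, DMSO 0%, thioflavine S 100%; repeats: singlicate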
# pCIP destab – compounds decreasing mouse p/CIP protein stability; decrease of EGFP signal, % at 10 µM; AID 1984; Q05BA5; F442A p/CIP-EGFP cells, EGFP fluorescence, 16 h; 290,000 tested, 0.01% active;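 active means EGFP signal decrease of at least 30% at 10 µM or well 3 SD below plate mean, unless failing retest; inactive means the rest, including hits failing retest or dose response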; further: some compounds called inactive have numbers as strong as hits; many of its hits are not listed in these tables
# DNA FID counter – displaces DNA intercalator in HCV helicase counter-screen; DNA fluorescent intercalator displacement, fluorescence; inhibition, % at 7.9 µM; 290,000 tested, 0.17% active; in the data active means inhibition above about 37%;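 further: 0% = vehicle and 100% = reference compound; higher means more ethidium bromide displaced from hairpin DNA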
# PHOSPHO1 block – inhibitors of human PHOSPHO1 phosphatase | Q8TCT1 | recombinant PHOSPHO1, absorbance phosphatase assay | inhibition, % at 13.3 µM | 290,000 tested, 1.1% active | AID 1565; in the data active means inhibition above about 60%
# Target sequence (Q8TCT1 whole entry, looked up): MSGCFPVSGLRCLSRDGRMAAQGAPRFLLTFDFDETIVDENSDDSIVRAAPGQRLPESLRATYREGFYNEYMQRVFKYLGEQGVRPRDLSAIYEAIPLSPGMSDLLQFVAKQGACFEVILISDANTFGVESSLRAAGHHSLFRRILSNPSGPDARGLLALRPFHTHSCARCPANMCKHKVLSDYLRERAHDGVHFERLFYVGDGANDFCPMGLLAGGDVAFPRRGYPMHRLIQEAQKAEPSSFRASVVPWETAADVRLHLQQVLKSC
# VIM-2 inh – blocks Pseudomonas aeruginosa VIM-2 metallo-beta-lactamase; purified VIM-2, nitrocefin hydrolysis, epi-absorbance fluorescence; inhibition, % at 5.6 µM; 290,000 tested, 0.89% active;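 active means inhibition above the mean of all tested compounds plus 3 SD, cutoff set per screening run, cut at about 7.5% in these data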;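 further: red hydrolysis product quenches plate fluorescence so inhibitors raise well fluorescence; 0% = enzyme with DMSO and 100% = DMSO without enzyme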
# MEKK3 PB1 HTS – modulators (inhibitors or enhancers) of MEK5 binding to human MEKK3 PB1 domain; Q99759; bead-based flow cytometry, Alexa488-MEK5 binding to MEKK3; actives lie on both sides; 0 = blocked by unlabeled MEK5, 100 = vehicle; binding response (% of control), % at 10 µM; 290,000 tested, 1.4% active; AID 1529;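 active means binding response more than 3 SD above or below the average of its plate-row segment, actives on both sides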;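 further: Alexa488 bead fluorescence after subtracting the streptavidin-only scavenger bead signal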
# IMP-1 inh – blocks Pseudomonas aeruginosa IMP-1 metallo-beta-lactamase; purified IMP-1, nitrocefin hydrolysis, epi-absorbance fluorescence; inhibition, % at 5.6 µM; 290,000 tested, 0.45% active; AID 1556;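 active means inhibition above the mean plus 3 SD of all compounds in the same screening run, cut at about 4.5% in these data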;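 further: 0% = IMP-1 with DMSO and 100% = DMSO wells lacking enzyme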
#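 Assay system: purified recombinant IMP-1 beta-lactamase. Input: IMP-1 0.2 nM before substrate addition. Buffer or medium: Zinc- and detergent-supplemented HEPES buffer, pH 7.1. Schedule: 25 °C, 15 min preincubation, 25 min reaction. Signal: Epi-absorbance fluorescence, 480 nm excitation, 530 nm emission. Evaluation: percent inhibition from optical density relative to buffer-blank wells.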
# The depositor's hits bear a star; x = no result given. This is a subset (hit frequency here may not be typical).
SMILES,UBC9 SUMO inh,IDE act,HCV NS3 hel inh,pCIP destab,DNA FID counter,PHOSPHO1 block,VIM-2 inh,MEKK3 PB1 HTS,IMP-1 inh
Cc1ccc(CCNC(=O)c2ccc(NC3=NC4CS(=O)(=O)CC4S3)cc2)cc1 (configuration not stated),1,-4,-8,2,-12,-47,-4.8,102,-4.3
N#CC(C#N)=C1C=CC=CN1/C(=C\c1ccccc1Cl)C(=O)c1ccccc1,18,-5,-1,-8,-6,-12,-0.1,86,-2.2
O=C(CNC(=O)c1cccc(F)c1)N/N=C/c1ccc([N+](=O)[O-])s1,13,4,3,-11,10,2,-2.3,99,-1.5
O=C(Cn1c2[n+](c3ccccc31)CC(O)CS2)c1ccccc1 (configuration not stated),14,-2,0,-12,15,37,-2.4,94,-2.7
N#C/C=C1\Sc2ccccc2C(=O)N1CC(=O)N1CCN(S(=O)(=O)c2ccccc2)CC1,-9,2,0,-19,0,3,-4.3,100,-4.0
Cc1ccc(S(=O)(=O)NCc2ccccc2)cc1,1,4,0,0,-3,34,-0.8,103,0.7
CC(C(=O)NC(N)=O)N1C(=O)NC(c2ccccc2)(c2ccccc2)C1=O (configuration not stated),6,0,-3,-12,-9,24,-3.2,98,-1.5
O=C(O)c1ccccc1N/N=C/c1c(Sc2nnnn2-c2ccccc2)nc2ccccn2c1=O,2,-137,-1,-426,-4,16,-1.6,101,-1.9
O=[N+]([O-])c1cccc(N/N=C/c2cccc(O)c2O)c1,12,2,20,-4,0,42,-0.2,102,-2.5
Nc1c(C(=O)c2ccccc2)oc2ccc([N+](=O)[O-])cc12,14,16,-13,-10,-7,-10,2.1,62,-0.1
c1ccc(-c2ccccc2-n2cnnn2)cc1,5,0,-6,-3,0,-2,-4.9,104,-2.7
O=C(O)c1ccc(OCc2ccc(C(=O)O)o2)cc1,-3,0,6,8,1,37,-2.3,102,-2.5
NC(=O)C1(C(N)=O)OC1c1ccccc1 (configuration not stated),20,7,3,-12,1,16,-2.9,99,-2.1
COc1cccc(N2CC(C(=O)Nc3c(C)cccc3C)CC2=O)c1 (configuration not stated),10,-7,-8,-8,-7,6,2.0,83,0.0
CCC(C)[C@H](NC(=O)NCc1ccc(F)cc1)C(=O)O (some centres not stated),15,-4,3,-12,-2,30,1.5,96,-0.8
Cn1c(=O)c(C(=O)NCCc2ccccc2)c(O)c2ccccc21,3,-3,-18,0,-4,19,-3.0,110,-2.8
Cc1ccc(-c2nnn(CC(=O)N3CCN(c4nc5ccccc5s4)CC3)n2)cc1,22,-2,-5,-1,-4,-12,-2.4,108,-1.0
CCCCOC(=O)Nc1cc(C(=O)OC)ccc1C(=O)OC,-10,2,-12,-1,-2,28,-4.0,86,-1.6
COc1ccc(CC(=O)OCC(=O)Nc2ccc3c(c2)OCO3)cc1OC,1,4,16,0,-10,17,-3.6,100,-2.2
O=C(C(Cl)Cl)N1CCN(c2ccccn2)CC1,6,5,1,0,-5,18,1.7,104,-4.9
COC(=O)c1cc(-c2ccc(OC)cc2)n[nH]1,3,6,8,11,-3,-14,-3.7,98,-2.5
O=C1N(c2ccc(Cl)cc2)C(c2ccccc2)N2CCCN12 (configuration not stated),-7,-7,4,-1,4,6,-0.1,105,-4.0
COc1ccccc1C(=O)NNC1=NS(=O)(=O)c2ccccc21,11,2,2,-3,3,13,0.2,105,-1.1
CCN1CCCC1CNC(=O)Cn1cnc2ccc(S(=O)(=O)N3CCC(C)CC3)cc2c1=O (configuration not stated),-1,7,0,3,11,14,-3.4,103,-3.3
Cc1nn(C)c(C)c1S(=O)(=O)N(CC(=O)NCCCN1CCC(C)CC1)c1ccc(C(C)C)cc1,x,6,-13,-9,34,1,0.3,99,0.3

# Exported with bars between the fields: part of the list above.
Structure | UBC9 SUMO inh | IDE act | HCV NS3 hel inh | pCIP destab | DNA FID counter | PHOSPHO1 block | VIM-2 inh | MEKK3 PB1 HTS | IMP-1 inh
Nc1c(C(=O)c2ccccc2)oc2ccc([N+](=O)[O-])cc12 | 14 | 16 | -13 | -10 | -7 | -10 | 2.1 | 62 | -0.1
c1ccc(-c2ccccc2-n2cnnn2)cc1 | 5 | 0 | -6 | -3 | 0 | -2 | -4.9 | 104 | -2.7
O=C(O)c1ccc(OCc2ccc(C(=O)O)o2)cc1 | -3 | 0 | 6 | 8 | 1 | 37 | -2.3 | 102 | -2.5
NC(=O)C1(C(N)=O)OC1c1ccccc1 (configuration not stated) | 20 | 7 | 3 | -12 | 1 | 16 | -2.9 | 99 | -2.1
COc1cccc(N2CC(C(=O)Nc3c(C)cccc3C)CC2=O)c1 (configuration not stated) | 10 | -7 | -8 | -8 | -7 | 6 | 2.0 | 83 | 0.0

# Next entries.
SMILES,UBC9 SUMO inh,IDE act,HCV NS3 hel inh,pCIP destab,DNA FID counter,PHOSPHO1 block,VIM-2 inh,MEKK3 PB1 HTS,IMP-1 inh
COc1ccc(-n2c(C)c(C(C)=O)c3cc(O)ccc32)cc1,0,-3,1,-16,-9,0,2.0,x,1.8
O=C1CC(Sc2ccc(Cl)cc2)C(=O)N1Cc1ccncc1 (configuration not stated),13,-2,0,2,-6,32,-3.0,103,-3.1
CCOc1ccc2nc(N(CCN(C)C)C(=O)c3cc4ccccc4cc3OC)sc2c1,-6,3,-87,-13,9,22,-1.4,104,-1.2
NC(=O)c1ccc(NC(=O)c2ccc(CN3CCOCC3)cc2)cc1,18,6,3,-15,-5,-6,-2.7,104,0.8
c1csc(Cc2nc3ccccc3[nH]2)c1,6,0,1,0,0,46,-3.0,96,-2.5
COc1ccc(NC(=O)c2ccco2)cc1NC(=O)c1ccccc1,15,1,1,-21,-19,18,-1.5,98,-1.3
Cn1c(=O)c(NCCc2ccccc2)c2c3c(cccc31)C(=O)c1ccccc1-2,46,-16,6,-334,-64,16,37*,85,36*
O=Cc1[nH]c2ccccc2c1N(C(=O)CCl)c1ccc([N+](=O)[O-])cc1,16,8,-7,-7,11,33,-0.9,98,-1.7
CCCCC1CCCC12NC(=O)NC2=O (configuration not stated),3,5,2,-13,3,12,-2.2,99,-2.9
COc1ccc(/C=C/C(=O)NC(=S)NNC(=O)c2ccco2)cc1OC,-72,8,-3,-6,-2,-35,-3.6,108,-2.5
N#CC(C#N)=Cc1ccc(NC(=O)c2ccc(Br)cc2)cc1,37,3,1,-2,-2,5,1.4,93,-1.0
CO/N=C\CC(=O)Nc1ccc(Cl)cc1Cl,-1,5,-5,-6,-1,-1,-1.9,98,-1.4
CCN1C(=NCc2cc(OC)c(OC)c(OC)c2)N[C@@H](c2ccccc2)[C@H](C(=O)OC)[C@H]1C,-12,x,-13,-4,5,-126,-2.9,101,-0.3
C(=N\c1nccs1)/c1c[nH]c2ccccc12,-1,-3,18,-10,-2,16,0.5,101,-1.1
Cc1ccccc1CSCCNC(=O)CSCc1ccc([N+](=O)[O-])cc1,-3,-4,-6,-4,-12,46,-1.2,x,-4.3
Cn1c(/C=C/c2ccccc2)nc2ccccc21,18,-2,-2,-3,-2,-7,-3.2,101,-3.0
C=CCN=C1S/C(=C\c2ccc(N(C)C)cc2)C(=O)N1CC=C,18,-6,8,-13,-6,12,0.7,101,-0.7
CCCn1nnnc1NCc1ccc(OC)cc1,-1,-5,-3,3,-1,-46,0.0,111,1.2
Cc1ccc(NC(=S)NC(NC(=O)c2ccco2)C(Cl)(Cl)Cl)cc1 (configuration not stated),-9,2,1,46,-14,-36,-1.3,102,-2.6
COC(=O)C1=C(N)OC2=C(C(=O)CC(C)(C)C2)C1c1ccoc1 (configuration not stated),-6,6,15,1,3,-8,-1.4,101,-3.4
O=C1COc2ccc(C(=O)CSc3ccccc3C(=O)O)cc2N1,-1,1,13,8,-6,29,0.3,81,-0.2
COc1ccc(C(=O)/C=C2/C(=O)Nc3ccccc32)cc1,13,-9,-13,-10,3,27,-1.6,101,-1.2
CN1CCN(c2ccc(NC(=O)c3ccco3)cc2Cl)CC1,8,6,-4,-13,-1,43,0.8,101,-2.0
COc1nccnc1NS(=O)(=O)c1ccc(N=Cc2c(C)[nH]n(-c3ccc(Cl)cc3)c2=O)cc1,0,x,0,4,4,-4,0.0,97,-2.6
Cc1ccc(C)c(NC(=S)NC(NC(=O)N(C)C)C(Cl)(Cl)Cl)c1 (configuration not stated),-7,-1,-3,-9,-8,4,-0.7,99,-1.9
COc1ccc(-n2c(O)c(C=NCC(c3ccco3)N3CCCC3)c3ccccc3c2=O)cc1OC (configuration not stated),3,-2,-17,8,-5,42,-2.9,96,-2.4
CS(=O)(=O)c1ccc(C(=O)NCCN2C(=O)S/C(=C\c3cccnc3)C2=O)cc1[N+](=O)[O-],39,5,-20,4,1,34,-0.3,107,-1.1
Cc1cccc(-n2c(SC(C)C(=O)O)nc3sc4c(c3c2=O)CCCC4)c1 (configuration not stated),-2,1,12,4,-21,2,-1.8,102,-2.4

# Part of the list above with just pCIP destab and UBC9 SUMO inh:
mol	pCIP destab	UBC9 SUMO inh
Cc1ccc(NC(=S)NC(NC(=O)c2ccco2)C(Cl)(Cl)Cl)cc1 (configuration not stated)	46	-9
NC(=O)c1ccc(NC(=O)c2ccc(CN3CCOCC3)cc2)cc1	-15	18
Cc1ccc(CCNC(=O)c2ccc(NC3=NC4CS(=O)(=O)CC4S3)cc2)cc1 (configuration not stated)	2	1
CCC(C)[C@H](NC(=O)NCc1ccc(F)cc1)C(=O)O (some centres not stated)	-12	15
CCOc1ccc2nc(N(CCN(C)C)C(=O)c3cc4ccccc4cc3OC)sc2c1	-13	-6
N#CC(C#N)=Cc1ccc(NC(=O)c2ccc(Br)cc2)cc1	-2	37
N#CC(C#N)=C1C=CC=CN1/C(=C\c1ccccc1Cl)C(=O)c1ccccc1	-8	18
